MrgX1 agonist – agonists of human MrgX1 receptor, primary screen, HEK293 cells, Fluo-4 calcium flux; Mas-related G-protein coupled receptor member X1 (Homo sapiens), Q96LB2; Fluo-4 calcium fluorescence, agonist mode; active compounds read high; B-score at 10 µM; actives 0.44% (n = 310,000);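 active = calcium response B-score plate-corrected fluorescence ratio at least 3 library SD, with starting fluorescence B-score inside 5 SD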
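Material: HEK293 cells stably expressing human MrgX1 receptor | Quantity: 15,000 cells per well | Times: Cells plated overnight, dye loaded 0.5 h 37 °C, 0.5 h room temperature | Measured by: Kinetic Fluo-4 NW fluorescence of intracellular calcium | Control set: Positive and negative controls per plate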
TRPC4 block – inhibitors of mouse TRPC4 channel, primary screen, Fluo4 calcium, HEK293 TRPC4beta/mu-opioid cells. DAMGO-evoked Fluo4 calcium flux; active compounds read low. B-score at 10 µM. actives 0.39% (n = 300,000). AID 2247, 2010;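 active = B-score over 3 SD under the library average, no early fluorescence shift, positive overall ratio signal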
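System: stable TRPC4beta/mu-opioid receptor HEK293 cells; Dosing: single-point compound dosing; Measured by: Fluo4 Ca2+ flux fluorescence; Read-out basis: per-well B score of integrated baseline-normalized Fluo4 ratio.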
SKKanGAS inh – S. pyogenes SKKanGAS growth inhibitors in kanamycin, primary screen, streptokinase expression inhibitor project, SKKanGAS strain, BacTiter-Glo luminescence. actives 1.3% (n = 300,000). 6 h. inhibition, % at 7.5 µM;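 active = mean replicate score, as percent of positive control median, at least 50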;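 note: strain carries kanamycin resistance gene driven by streptokinase promoter and grows in 40 µg/ml kanamycin; loss of luminescence reflects streptokinase promoter inhibition or plain growth inhibition; 0% = median of DMSO wells and 100% = positive control at its reference dose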
TMEM16A act – TMEM16A chloride channel activators or potentiators, primary screen, cell-based, HTS. HEK293 TMEM16A/YFP-H148Q/I152L, iodide quench fluorescence; active compounds read low. actives 0.3% (n = 340,000). B-score at 10 µM. Anoctamin-1 (Mus musculus), Q8BHY3;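 active = fluorescence-ratio B-score plate-corrected deviation score at least 3 library SD below zero, with starting fluorescence score within 5 deviations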;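 note: channel opened by trigger with iodide after compound preincubation; score built on the fluorescence ratio of max minus min over baseline; more negative score means more quench and so TMEM16A activation or potentiation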
TRPC4 PAM – positive allosteric modulators of TRPC4, primary screen, cell-based, mouse TRPC4beta, HEK293 mu-opioid, Fluo-4 calcium | Short transient receptor potential channel 4 (Mus musculus), Q9QUQ5 | DAMGO EC20, Fluo-4 Ca2+ flux; active compounds read high | B-score at 10 µM | actives 0.42% (n = 310,000);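 active = B-score of calcium response area above 5 SD of library B-scores, with initial fluorescence ratio within 5 SD of library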;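 note: B-score of integrated fluorescence ratio over time as area under calcium response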
TRPC4 act – activators of mouse TRPC4 channel, primary screen, Fluo4 calcium, HEK293 TRPC4beta/mu-opioid cells; actives 0.49% (n = 310,000); Short transient receptor potential channel 4 (Mus musculus), Q9QUQ5; Fluo4 calcium fluorescence; active compounds read high; B-score at 10 µM; AID 2237, 2010;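 active = B-score above 5 SD of library B-scores, and initial fluorescence ratio not above library mean plus 5 SD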;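 note: positive B-score marks a calcium rise read as TRPC4 activation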
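Material: HEK293 stable line with TRPC4beta plus mu-opioid receptor; technique: Fluo4 calcium-sensitive dye fluorescence, kinetic, 1 Hz baseline; timing: Fluo4 dye loading 45 min at room temperature, 110 s recording; controls: assay buffer as low control, maximal DAMGO as high control; read-out: integrated baseline-normalised fluorescence ratio, converted to per-well B score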
TRPC6 act – mouse TRPC6 channel activators, primary screen, cell-based, HEK293, membrane potential dye. Short transient receptor potential channel 6 (Mus musculus), Q61143. B-score at 10 µM. HEK293-TRPC6 membrane potential dye fluorescence; active compounds read high. actives 0.13% (n = 310,000);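 active = B-score of the integrated fluorescence ratio above library mean plus 3 SD, and starting fluorescence ratio within library mean plus 5 SD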;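 note: higher score means more depolarization so channel activation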
Target sequence (Q61143 whole entry, looked up): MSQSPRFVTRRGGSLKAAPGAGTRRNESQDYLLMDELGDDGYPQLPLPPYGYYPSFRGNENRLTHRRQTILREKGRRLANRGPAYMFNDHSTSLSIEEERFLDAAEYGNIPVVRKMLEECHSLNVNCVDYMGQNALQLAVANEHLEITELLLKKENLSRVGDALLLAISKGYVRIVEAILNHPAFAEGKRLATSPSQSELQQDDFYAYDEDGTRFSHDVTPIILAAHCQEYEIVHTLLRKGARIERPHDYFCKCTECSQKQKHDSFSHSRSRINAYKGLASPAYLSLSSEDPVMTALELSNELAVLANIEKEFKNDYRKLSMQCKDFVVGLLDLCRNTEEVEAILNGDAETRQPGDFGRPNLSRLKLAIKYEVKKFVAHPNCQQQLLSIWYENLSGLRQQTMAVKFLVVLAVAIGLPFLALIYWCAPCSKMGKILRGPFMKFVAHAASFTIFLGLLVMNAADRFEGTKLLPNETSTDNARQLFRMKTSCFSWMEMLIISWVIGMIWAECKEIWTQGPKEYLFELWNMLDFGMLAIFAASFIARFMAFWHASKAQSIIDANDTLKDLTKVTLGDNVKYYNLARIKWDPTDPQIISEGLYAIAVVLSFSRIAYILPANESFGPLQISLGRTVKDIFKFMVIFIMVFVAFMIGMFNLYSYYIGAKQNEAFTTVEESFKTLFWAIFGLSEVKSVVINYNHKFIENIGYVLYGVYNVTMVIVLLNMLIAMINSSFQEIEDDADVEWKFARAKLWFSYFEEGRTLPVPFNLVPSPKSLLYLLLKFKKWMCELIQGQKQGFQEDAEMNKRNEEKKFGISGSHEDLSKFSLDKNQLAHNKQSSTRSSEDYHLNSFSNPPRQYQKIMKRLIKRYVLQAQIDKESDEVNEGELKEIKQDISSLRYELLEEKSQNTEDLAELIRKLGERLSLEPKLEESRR
MrgX1 allo act – positive allosteric modulators of MrgX1, primary screen, HEK293 cells, Fluo-4 calcium flux | Mas-related G-protein coupled receptor member X1 (Homo sapiens), Q96LB2 | FDSS; active compounds read high | B-score at 10 µM | actives 0.63% (n = 310,000) | AID 588675, 2011;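 active = plate-corrected calcium response at least 3 library SD above typical, normal starting fluorescence, not activating the receptor alone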;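 note: compound read alongside a low EC10 to EC30 dose of BAM8-22 agonist; peak minus trough fluorescence over baseline measured at the second addition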
TRPC6 inh – mouse TRPC6 channel inhibitors, primary screen, cell-based, HEK293, membrane potential dye. Short transient receptor potential channel 6 (Mus musculus), Q61143. ACh-evoked depolarization; active compounds read low. B-score at 10 µM. actives 1.1% (n = 310,000). AID 2553, 2010;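 active = B-score under library mean minus 3 SD, initial fluorescence not abnormally high, positive integrated signal ratio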;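 note: B-score derived from integrated fluorescence ratio over the kinetic read; more negative B-score means stronger inhibition of depolarization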
MrgX1 antag – antagonists of human MrgX1 receptor, primary screen, HEK293 cells, Fluo-4 calcium flux; B-score at 10 µM; Mas-related G-protein coupled receptor member X1 (Homo sapiens), Q96LB2; BAM8-22 antagonism; active compounds read low; AID 588676, 2011; actives 1.3% (n = 310,000);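 active = calcium-response B-score plate-corrected more than 3 library SD below zero, starting fluorescence within 5 deviations, no agonist response on first addition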;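 note: peak minus trough fluorescence over baseline after final BAM8-22 challenge near maximal dose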
TMEM16A inh – TMEM16A chloride channel inhibitors, primary screen, cell-based, HTS | actives 1.2% (n = 310,000) | HEK293 TMEM16A/YFP iodide influx fluorescence, ionomycin | Anoctamin-1 (Mus musculus), Q8BHY3 | AID 588511, 2011 | normalized B-score (activity score, 25-100; higher = stronger inhibition) at 10 µM;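 active = ratio plate-corrected score three or more library SD toward inhibition, starting fluorescence score within five deviations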;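 note: score derived from kinetic fluorescence span divided by baseline fluorescence per well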
Numbers without * were called inactive; i = inactive; nt = no result given.

SMILES	MrgX1 agonist	TRPC4 block	SKKanGAS inh	TMEM16A act	TRPC4 PAM	TRPC4 act	TRPC6 act	MrgX1 allo act	TRPC6 inh	MrgX1 antag	TMEM16A inh
COc1ccc(N2CCN(S(=O)(=O)c3cccc4nsnc34)CC2)cc1	i	i	-14	i	i	i	i	i	i	i	i
CCCCCCCNC(=O)C1CC(=O)N(C)C(=Nc2ccc(OC)cc2)S1 (stereo unspecified)	i	i	-6	i	i	i	i	i	i	i	i
CCOC(=O)Cc1cc(=O)c2c(=O)n(-c3ccccc3)[nH]c2[nH]1	i	i	4	i	i	i	i	i	i	i	i
CCCCCC(=O)N/N=C(\C)c1ccc(NC(=O)c2ccco2)cc1	i	i	4	i	i	i	i	i	i	i	i
CC(=O)Nc1nc(COc2ccc3ccccc3c2)cs1	i	i	-5	i	i	i	i	i	i	i	i
OCC1(CCc2ccccc2)CCN(Cc2cccn2-c2cccnc2)CC1	i	i	-2	i	i	57*	i	i	i	i	i
CCOC(=O)C1CCCN(C(=O)c2csc(-c3ccc4c(c3)CCO4)n2)C1 (stereo unspecified)	i	i	-8	i	i	i	i	i	i	i	i
CSc1nnc(CCCCCCCCc2nnc(SC)o2)o1	i	i	-13	i	i	i	i	i	i	i	i
COc1ccc(-n2c(N)c(C(=O)NCc3ccco3)c3nc4ccccc4nc32)cc1	i	i	19	i	i	i	i	i	i	i	i
COc1ccc(Cl)cc1C(=O)NCCN1CCOCC1	i	i	1	i	i	i	i	i	i	i	i
COC(=O)c1ccccc1NC(=O)CN1CCN(Cc2ccccc2)CC1	i	i	2	i	i	i	15*	i	i	i	i
Cc1ccccc1NC(=O)CCSc1nnnn1-c1ccccc1	i	i	-6	i	i	i	i	i	i	i	i
COc1ccc(-c2cc(CCCC(=O)NCCc3ccccc3)no2)cc1	i	i	-5	i	i	i	i	i	i	i	i
Cn1c(SCC(=O)Nc2ccc3cn[nH]c3c2)nnc1-c1cnccn1	i	i	-2	i	i	i	i	i	i	i	i
CCc1[nH]nc2c1C(C1C=CCCC1)C(C#N)=C(N)O2 (stereo unspecified)	i	i	-2	i	i	i	i	i	i	i	i
O=C(NCCN1CCN(C(=O)C(c2ccccc2)c2ccccc2)CC1)C(=O)Nc1ccccc1	i	i	-2	i	i	i	i	i	i	i	i
CC1CN(Cc2nc3c(c(=O)n(C)c(=O)n3C)n2CCc2ccccc2)CC(C)O1 (stereo unspecified)	i	i	-7	i	i	i	i	i	i	i	i
COc1cc(CNCCc2c[nH]c3ccccc23)cc(Cl)c1OCC(N)=O	i	i	0	i	i	i	i	i	i	i	i
CC(=O)Nc1nc2cccc([N+](=O)[O-])c2s1	i	i	15	i	i	i	i	i	i	i	i
Cc1c(O)ccc(C(=O)COc2ccc(F)cc2)c1O	i	i	-14	i	i	i	i	i	i	i	i
CCCCNC(=O)c1onc(CSc2ccc(Cl)cc2)c1C(=O)O	i	i	33	i	i	i	i	i	i	i	i
Nc1nc(C2CCCN2S(=O)(=O)c2ccc(Cl)cc2)cs1 (stereo unspecified)	i	i	-3	i	i	i	i	i	i	i	i
COCCNC(=S)N(CCc1c(C)[nH]c2ccccc12)Cc1cccnc1	i	i	6	i	i	i	i	i	i	i	i
CCOC(=O)c1ccc(NC(=O)C2CC(=O)Nc3nc4ccccc4n32)cc1 (stereo unspecified)	i	i	1	i	i	i	i	i	i	i	i

Structural class, those above with a furan ring, fused or not.
SMILES	MrgX1 agonist	TRPC4 block	SKKanGAS inh	TMEM16A act	TRPC4 PAM	TRPC4 act	TRPC6 act	MrgX1 allo act	TRPC6 inh	MrgX1 antag	TMEM16A inh
CCCCCC(=O)N/N=C(\C)c1ccc(NC(=O)c2ccco2)cc1	i	i	4	i	i	i	i	i	i	i	i
COc1ccc(-n2c(N)c(C(=O)NCc3ccco3)c3nc4ccccc4nc32)cc1	i	i	19	i	i	i	i	i	i	i	i

New compounds follow.
SMILES	MrgX1 agonist	TRPC4 block	SKKanGAS inh	TMEM16A act	TRPC4 PAM	TRPC4 act	TRPC6 act	MrgX1 allo act	TRPC6 inh	MrgX1 antag	TMEM16A inh
CCOC(=O)C1=C(C)Nc2ncnn2C1c1ccccc1F (stereo unspecified)	i	i	0	i	i	i	i	i	i	i	i
COC(OC)c1nc(SCC(=O)Nc2cccc(Cl)c2)ncc1C(=O)O	i	i	7	i	i	i	i	i	i	i	i
CCOC(=O)C1(Cc2ccccc2Cl)CCN(C(=O)CN2CCOC2=O)CC1	i	i	-1	i	i	i	i	i	i	i	i
S=c1[nH]nc(Cc2ccccc2)n1-c1ccc(Cl)cc1	i	i	-3	i	i	i	i	i	i	i	i
CCCc1nnc(NC(=O)CC(=O)OCC)s1	i	i	4	i	i	i	i	i	i	i	i
O=C(c1ccc2c3c(cccc13)CC2)C1CCCN(Cc2ccncc2)C1 (stereo unspecified)	i	i	-3	i	i	44*	i	i	i	i	i
COc1ccc(C(=O)NC(=S)N2CC(C)OC(C)C2)cc1OC (stereo unspecified)	i	i	1	i	i	i	i	i	i	i	i
Cc1ccc(C(=O)OCC(=O)N(CC(C)C)c2c(N)n(Cc3ccccc3)c(=O)[nH]c2=O)cc1[N+](=O)[O-]	i	i	0	i	i	i	i	i	i	i	i
Cc1[nH]n(-c2ccccc2)c(=O)c1/C=N/NC(=O)c1ccoc1C	i	i	-30	i	i	i	i	i	i	i	i
CCc1cc2c(=O)oc(-c3ccc(Br)cc3)nc2s1	nt	i	2	i	i	i	i	nt	i	nt	nt
COc1ccc(S(=O)(=O)N(C)C)cc1NC(=O)COC(=O)c1nn(C)c(=O)c2ccccc12	i	i	-4	i	i	i	i	i	i	i	i
COC(=O)Cc1c(O)ccn(CCc2ccccc2)c1=O	i	i	0	i	i	i	i	i	i	i	i
CCOCCc1nn2c(=O)cc(CSCC(=O)Nc3ccc(OC)cc3)nc2s1	i	i	4	i	i	i	i	i	i	i	i
CCCc1cc(=O)[nH]c(SCc2ccc(Cl)cc2)n1	i	i	6	i	i	i	i	i	i	i	i
O=C1CCCN1CCCNC(=S)Nc1cccc2ccccc12	i	i	1	i	i	i	i	i	i	i	i
COc1cccc2cc(C(=O)NC(C)C3CCCO3)c(=O)oc12 (stereo unspecified)	i	i	-5	i	i	i	i	i	i	i	i
COc1ccc(C(=O)NCC(c2ccco2)N2CCc3ccccc32)cc1 (stereo unspecified)	i	i	-2	i	i	i	i	i	i	i	i
O=C(C1CC1)N1N=C(c2ccc(Cl)cc2)CC1(O)C(F)(F)F (stereo unspecified)	i	i	10	i	i	i	i	i	i	i	i
CCCCOc1ccc(CN(C)c2ncnc(N)n2)cc1	i	i	1	i	i	i	i	i	i	i	i
CC(C)(C)n1nnnc1C(c1ccc(F)cc1)N(Cc1ccc(F)cc1)Cc1ccco1 (stereo unspecified)	i	i	4	-5.1*	i	i	i	i	i	i	i
Cn1c(CCC(=O)Nc2ccc(F)cc2)nc2cc(S(=O)(=O)N3CCOCC3)ccc21	i	i	-10	i	i	i	i	i	i	i	i
COc1ccc(C(=O)COc2ccccc2N2C(=O)C3C4C=CC(C4)C3C2=O)cc1 (stereo unspecified)	i	i	-2	i	i	i	i	i	i	i	i
Cc1nn2c(NCCN(C)C)c3c(nc2c1-c1ccccc1)CCCC3	i	i	1	i	i	i	i	i	-7.3*	i	i
CC(NC(=O)CCSc1nc(-c2ccc3c(c2)OCO3)cc(C(F)(F)F)n1)c1ccccc1 (stereo unspecified)	i	i	7	i	i	i	i	i	i	i	i
Cc1cc([N+](=O)[O-])ccc1NC(=S)NC(=O)Cc1ccccc1	i	i	4	i	i	i	i	i	i	i	i
CC(NC(=O)c1cc2cc([N+](=O)[O-])ccc2oc1=O)C1CCCO1 (stereo unspecified)	i	i	-4	i	i	i	i	i	i	i	i
Cc1cc(C)n(S(=O)(=O)c2ccc(C(C)(C)C)cc2)n1	i	i	-10	i	i	i	i	i	-6.6*	i	i
COc1ccc(OC)c(NC(=O)CSc2nc(=O)n(CCN3CCOCC3)c3c2CCC3)c1	i	i	-11	i	i	i	i	i	i	i	i
O=C(c1ccco1)N1CCN(C(c2ccccc2F)c2nnnn2Cc2cccs2)CC1 (stereo unspecified)	i	i	1	i	i	i	i	i	i	i	i
N#Cc1c(-c2ccccc2)nc(-c2ccccc2)[nH]c1=O	i	i	14	i	i	i	i	i	i	i	i
Cc1ccc(C(=O)NCCNC(=O)Cc2ccccc2)cn1	i	i	1	i	i	i	i	i	i	i	i
COc1ccc(N)cc1C#N	i	i	4	i	i	i	i	i	i	i	i
O=C(Nc1ccccn1)c1c(O)c2cccc3c2n(c1=O)CCC3	i	i	23	i	i	i	i	i	i	i	i
CCOC(=O)c1ccc(-c2c(-c3ccc4c(c3)OCO4)noc2-c2ccsc2)cc1F	i	i	-4	i	i	i	i	i	i	i	i
O=C1CC(C(=O)N2CCc3ccccc32)CN1c1ccc(F)cc1 (stereo unspecified)	i	i	1	i	i	i	i	i	i	i	i
CN(c1ccccc1)c1nc(N)c([N+](=O)[O-])c(NCc2ccccc2)n1	i	i	12	i	i	i	i	i	i	i	i
CN1CCN(NC(=O)/C=C/c2cccc(Cl)c2)CC1	i	i	-1	i	i	i	i	i	i	i	i
Cc1ccc(C)c(NC(=O)CCC(=O)N/N=C2/CC(=O)CC(C)(C)C2)c1	i	i	0	i	i	i	i	i	i	i	i

Screening data: PubChem, several laboratories
